# Assay outcomes: PubChem, National Center for Advancing Translational Sciences (NCATS)
# ERG Ets-DNA blk = inhibitors of human ERG Ets domain-DNA interaction; AID 624246; hit rate 0.028% among 370,000; Potency, µM (highest dose often 76.9 µM), for the others: at the highest dose FP activity, negative = inhibition, hits mostly inhibitors; fluorescence polarization, His-ERG Ets domain / labelled DNA; P11308; active means well fitted inhibition curve with a large enough effect in the polarisation, with a control signal flat; inconclusive means small, poorly fitted or top-dose-only effect, or effect the other way, or a change in a side signal; inactive means no such curve, though single readings can be large or run the other way; the % refers to the polarisation;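 further: polarization taken with two DNA probes labelled with fluorescein and Texas red; potency means the concentration at half of the fitted maximal effect; % of control where 0% means no effect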
#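 His-tagged ERG Ets domain (1 uM in the protein solution; 300mM KCl, 50mM Tris-HCl, 1mM EDTA, 1mM DTT, pH 7.5) received compound, then a probe mix of 5 nM fluorescein-DNA and 100nM Texas-615-DNA. Fluorescence polarization was read for both dyes.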
# GLS inh = glutaminase GLS (human) inhibition | GLS enzymatic activity, qHTS titration | Potency, µM (series often up to 45.5 µM), without a hit: top-dose activity change, negative = inhibition, actives largely listed as inhibitors | hit rate 0.21% among 410,000 | AID 624170; further: potency means the concentration at half of the fitted maximal effect; on the % scale 0 is the no-effect control and ±100 the full control effect
#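 hKGA in 45 mM KH2PO4 pH 8.2, 0.02% Tween-20 with pin-transferred compounds; 1 mM L-glutamine (stock) plus glutamate oxidase/HRP/Amplex Red coupling added. Fluorescence read initially and after 30 min at RT.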
# PI4K2A inh = PI4K2A (human) kinase inhibition. purified PI4K2A, ADP-Glo luminescence, 1 h; hits give low values. Q9BTU6. hit rate 0.13% among 420,000. activity change, negative = inhibition, % at 76.9 µM. AID 1346378; in the data active means activity change below about -50%; inconclusive means mostly about -30% to -49%;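 further: -100% = wells without enzyme as full effect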
# Target sequence (Q9BTU6 whole entry, looked up): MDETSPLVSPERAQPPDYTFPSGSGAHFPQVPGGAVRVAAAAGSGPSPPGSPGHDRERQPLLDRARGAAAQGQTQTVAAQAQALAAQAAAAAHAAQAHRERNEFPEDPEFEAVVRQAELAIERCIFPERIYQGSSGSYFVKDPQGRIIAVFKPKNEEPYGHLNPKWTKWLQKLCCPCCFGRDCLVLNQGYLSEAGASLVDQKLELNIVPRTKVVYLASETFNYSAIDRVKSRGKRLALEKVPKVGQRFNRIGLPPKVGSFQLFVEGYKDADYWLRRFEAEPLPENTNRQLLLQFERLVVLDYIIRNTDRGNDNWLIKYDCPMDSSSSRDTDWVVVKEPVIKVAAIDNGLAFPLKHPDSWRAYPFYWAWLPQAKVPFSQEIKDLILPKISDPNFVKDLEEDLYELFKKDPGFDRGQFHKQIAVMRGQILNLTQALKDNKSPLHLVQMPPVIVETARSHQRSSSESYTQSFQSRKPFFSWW
#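 ADP-Glo luminescence measured ADP generated by PI4K2A enzyme (4 ug/mL before mixing) with 1.2 mM PI substrate (pre-mix) and 300 microM ATP (pre-mix). Tris pH7.5 buffer with MgCl2, Triton X-100; 1 h reaction at ambient temperature.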
# ALOX12 inh = inhibitors of human 12S-lipoxygenase ALOX12; purified 12hLO, xylenol orange hydroperoxide absorbance; Potency, µM (highest dose often 108 µM), inactives show at the highest dose activity change, negative = inhibition, hits mostly inhibitors; hit rate 1.1% among 580,000; further: potency means the concentration at half of the fitted maximal effect; on the % scale 0 is the no-effect control and ±100 the full control effect
# Target sequence (P18054 whole entry, looked up): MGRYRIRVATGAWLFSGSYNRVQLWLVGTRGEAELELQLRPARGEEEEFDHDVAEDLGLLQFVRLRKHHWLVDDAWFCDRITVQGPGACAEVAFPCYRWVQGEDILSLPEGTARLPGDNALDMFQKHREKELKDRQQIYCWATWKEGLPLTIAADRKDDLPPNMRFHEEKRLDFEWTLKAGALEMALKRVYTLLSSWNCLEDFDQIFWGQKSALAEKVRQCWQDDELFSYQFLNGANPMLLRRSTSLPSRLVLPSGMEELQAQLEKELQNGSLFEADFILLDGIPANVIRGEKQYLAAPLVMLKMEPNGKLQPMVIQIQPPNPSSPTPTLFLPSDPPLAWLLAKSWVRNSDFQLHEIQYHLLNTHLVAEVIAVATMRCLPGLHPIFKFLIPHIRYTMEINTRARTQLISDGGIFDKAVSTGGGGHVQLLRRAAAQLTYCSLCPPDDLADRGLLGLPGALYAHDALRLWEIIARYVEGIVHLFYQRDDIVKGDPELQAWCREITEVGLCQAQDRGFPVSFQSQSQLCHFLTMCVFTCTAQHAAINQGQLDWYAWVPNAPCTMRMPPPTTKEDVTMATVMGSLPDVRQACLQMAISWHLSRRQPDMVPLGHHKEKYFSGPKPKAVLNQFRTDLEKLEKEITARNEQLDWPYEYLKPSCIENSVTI
#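 Hydroperoxide product was detected by ferrous iron/xylenol orange as the 573 to 405 nm absorbance ratio. Arachidonic acid at 40 uM (final) was turned over for 30 min at room temperature by 150 nM human 12hLO, pH 7.0 Hepes buffer, after 15 min compound preincubation.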
# JMJD2A Tudor = inhibitors of human JMJD2A Tudor domain; Potency, µM (highest dose often 114 µM), without a hit: at the top dose activity change, negative = inhibition, usual class: inhibitors; AlphaScreen JMJD2A-Tudor / H3K4me3 peptide binding; hit rate 4.4% among 390,000; AID 504339; further: potency means the concentration at half of the fitted maximal effect; on the % scale 0 is the no-effect control and ±100 the full control effect; nearly all actives have a fitted effect of over 50% in size
# G9a inh = inhibitors of human histone lysine methyltransferase G9a; Potency, µM (doses to about 102 µM), for inactives: at the top dose activity, negative = inhibition, most hits filed as inhibitors; AID 504332; hit rate 8.8% among 350,000; Q96KQ7; G9a H3K9 monomethylation, AlphaScreen, 2 h; further: potency means the concentration at half of the fitted maximal effect; on the % scale 0 is the no-effect control and ±100 the full control effect; nearly all actives have a fitted effect of over 75% in size
#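 Compounds were preincubated with 20 nM G9a for 15 min, after which biotinylated H3K9 peptide (500 nM) and SAM (20 uM) started a 2 h room-temperature reaction. Monomethylated product was quantified by antibody-based AlphaScreen chemiluminescence.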
# HP1b chromo inh = blocks HP1-beta chromodomain binding to methylated histone tails | P83916 | AlphaScreen HP1-beta / biotin-H3K9me3 peptide binding | Potency, µM (top dose mostly 114 µM), for inactives: at the top dose activity change, negative = inhibition, hits mostly inhibitors | hit rate 0.56% among 390,000 | AID 540317; further: potency means the concentration at half of the fitted maximal effect; nearly all actives have a fitted effect of over 70% in size; inactives centre near 23
#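 Compound inhibition of the preformed complex between 50 nM HP1-beta and 50 nM biotinylated H3K9me3 peptide was read by AlphaScreen. Buffer was PBS pH 7.4 with 0.01% Tween-20. Incubations ran 30 min at room temperature, with 10 ug/mL donor/acceptor beads.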
# BAZ2B inh = BAZ2B (human) inhibition; AID 504333; Q9UIF8; hit rate 4.4% among 360,000; AlphaScreen BAZ2B-H3K14Ac peptide displacement; Potency, µM (series often up to 114 µM), without a hit: top-dose activity change, negative = inhibition, hits mostly inhibitors; further: potency means the concentration at half of the fitted maximal effect; on the % scale 0 is the no-effect control and ±100 the full control effect; nearly all actives have a fitted effect of over 60% in size
#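 Protein-peptide AlphaScreen: BAZ2B 50 nM, b-H3K14Ac 50 nM, 1x PBS pH 7.4 + 0.01% Tween-20. Preincubation 30 min RT; cpd 30 min RT (top 110 uM); beads 20 min RT, light-protected.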
# RGS4 inhibitor = blocks human RGS4-accelerated GTP hydrolysis; P49798; Transcreener GDP fluorescence polarization, RGS4-accelerated GTP hydrolysis; Potency, µM (series often up to 114 µM), for inactives: at the highest dose activity change, negative = inhibition, actives largely listed as inhibitors; hit rate 0.039% among 390,000; further: potency means the concentration at half of the fitted maximal effect; on the % scale 0 is the no-effect control and ±100 the full control effect; nearly all actives have a fitted effect of over 75% in size; some results filed as inactive show a strong effect at the top dose
#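 MLSMR compounds (23 nl, pin-transferred) preincubated 10 min at room temperature with a 500nM (2x) first reagent, then RGS4 at 900nM (2x) plus Transcreener GDP mix added; fluorescence polarization (620/688 nm) read before and after 90 min at 30 °C.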
# Numbers without * were called inactive; i = inactive; ? = inconclusive; nt = not tested or not shown; & = joins results of further samples; [ ] = another dose, or the depositor's remark. Unless noted, the call rests on the fitted dose curve; in most records, active means well fitted curve in the direction sought with a large enough effect; inconclusive means small, poorly fitted or top-dose-only effect, or another doubt; inactive means no such curve, though single readings can be large; an effect the other way counts as inactive or inconclusive. These rows are one share of the data; count on the stated rates, not on these rows.
SMILES,ERG Ets-DNA blk,GLS inh,PI4K2A inh,ALOX12 inh,JMJD2A Tudor,G9a inh,HP1b chromo inh,BAZ2B inh,RGS4 inhibitor
CCOC(=O)c1ccc(NC(=O)CC2Sc3ccc(C(F)(F)F)cc3NC2=O)cc1 (stereo not drawn),-3%,-7%,0,?,3%,5%[59 µM],29%,11%,-26%
COc1cc(C2C(C#N)=C(N)OC3=C2C(=O)CCC3)cc(OC)c1OC(=O)N1CCOCC1 (stereo not drawn),-6%,-5%,-3,0%,8%,nt,32%[activator],-2%,16%
CNS(=O)(=O)c1cc(NC(C)=O)c(C)cc1C,-3%,7%,-1,-1%,-16%,12%[59 µM],8%,5%,20%
O=C(Nc1ccc(F)cc1)NC1CCCc2ccccc21 (stereo not drawn),1%,-10%,-2,-10%,-9%,83%[activator],17%,0%,-5%
COc1ccc(/C=N/Nc2nc(-c3cccc(S(=O)(=O)N4CCCC4)c3)cs2)c(OC)c1,nt,15%,6,?,-33%,-14%[59 µM],9%,-13%,-24%
O=C(Nc1ccc(CN2CCCCC2)cc1)c1cccc(F)c1,-1%,18%,-1,-4%,-9%,28%[12.7 µM],9%,-10%,13%
CC(C)CCNC(=O)c1ccc(CSCc2cccc(F)c2)o1,-6%,7%,1,-5%,12%,?,50%[activator],10%,5%
CC(C)N(CC#CC(O)(c1ccccc1)c1ccccc1)CCO,-2%,6%,-1,-1%,-3%[57.1 µM],9%[59 µM],17%,2%,22%
CCCCn1c(N)c(N(CCOC)C(=O)COC(=O)c2ccccc2NCCO)c(=O)[nH]c1=O,-17%,4%,1,224%[activator],3%,nt,29%,nt,6%
O=C(Nc1ccccc1N1CCOCC1)c1ccccc1NS(=O)(=O)c1ccc(F)c(F)c1,3%,24%,-2,0%,-22%,17%,42%[activator],-5%,13%
CN(c1ccc(O)cc1)c1nc(-c2cccs2)cs1,3%,?,3,?,?,-9%,?,-23%,-46%
c1ccc(CNc2nc(-c3ccccc3)nc3ccccc23)cc1,0%,-7%,2,22%,22%,-4%[0.501 µM],60%[activator],10%,18%
CCCNC(=O)CN1CCN(c2ccc(NC(=O)c3ccc(OC)cc3)cc2C(=O)O)CC1,0%,5%,-10,?,?,-41%[59 µM],40%[activator],-17%,-25%
Cc1nccnc1Sc1ccccc1,0%,1%,3,0%,-6%,42%[0.501 µM],4%,3%,24%
Cn1cnc2c1c(=O)[nH]c(=O)n2C,nt,-3%,4&2,?,nt,27%[12.7 µM],nt,2%,6%[56.9 µM]
COC(=O)c1oc2ccc(Cl)cc2c1-n1cccc1,-2%,0%,3,-24%,-8%[57.1 µM],?,33%,-26%,-3%[11.4 µM]
O=C(COc1ccc(Br)cc1)Nc1ccc(CN2CCOCC2)cc1,1%,8%,5,i,-12%,0%,10%,?,22%
CCC(C)(C)n1nnnc1C(c1cccnc1)N1CCCC(C)C1 (stereo not drawn),0%,0%,-1,-4%,5%,6%,38%,-2%,0%
CCOc1ccc(C(=O)NC(=S)Nc2ccc(NC(=O)C(C)C)cc2)cc1[N+](=O)[O-],12%,-2%,1,-1%,1%,-7%[59 µM],15%,0%,-23%
Cc1cccc(C)c1NC(=O)c1cc(S(=O)(=O)N2CCOCC2)cn1C,-5%,0%,-3,29%,-1%,8%,25%,-4%,-5%

# Two of the compounds above, with values under each structure:
# Every second line gives: ERG Ets-DNA blk	GLS inh	PI4K2A inh	ALOX12 inh	JMJD2A Tudor	G9a inh	HP1b chromo inh	BAZ2B inh	RGS4 inhibitor
CC(C)CCNC(=O)c1ccc(CSCc2cccc(F)c2)o1
  -6%	7%	1	-5%	12%	?	50%[activator]	10%	5%
O=C(Nc1ccc(CN2CCCCC2)cc1)c1cccc(F)c1
  -1%	18%	-1	-4%	-9%	28%[12.7 µM]	9%	-10%	13%

# Remaining list, next part.
SMILES,ERG Ets-DNA blk,GLS inh,PI4K2A inh,ALOX12 inh,JMJD2A Tudor,G9a inh,HP1b chromo inh,BAZ2B inh,RGS4 inhibitor
CCOC(=O)N1CCN(S(=O)(=O)c2ccc3c(c2)CCN3C(=O)CC)CC1,3%,?,-3,1%,-10%,6%,21%,13%,34%
O=C(COC(=O)c1cccnc1Cl)NC(=O)c1ccc(OC(F)F)cc1,6%,7%,-8,-12%,-6%,nt,4%,nt,-12%
COc1cccc(NC(=O)C2CCCN2C(=O)NC2CCCCC2)c1 (stereo not drawn),0%,3%,2,-1%,-4%,-13%,6%,-3%,11%
Nc1c(C(=O)c2ccc(Br)cc2)oc2ccccc12,-6%,5%,-6,-12%,0%,?,37%,-2%,-1%
Cc1ccc(C)c(NC(=S)NCCN(C2CCCCC2)C2CCCC2)c1,3%,23%,2,?,-23%,?,19%,-32%,7%
CC1CN(C(=O)N2CCC(C(=O)NCc3ccccc3F)CC2)c2cc(Cl)ccc2O1 (stereo not drawn),-3%,-3%,-1,-1%,-30%,?,6%,?,-13%
O=C(Nc1cccc(Br)c1)c1cc2ccccc2o1,nt,19%,1,-28%,46%[activator],43%[activator],67%[activator],2%,-4%
O=C(COC(=O)c1ccc(Cl)nc1)Nc1ccc2c(c1)OCO2,16%,1%,-4,-8%,-19%,1%,16%,-27%,4%
CC(=O)N1CCN(c2ccc(NC(=O)c3ccc(C(C)(C)C)cc3)cc2)CC1,nt,27%,0,0%,-28%,11µM*,2%,-8%,-7%
O=C(NCCN1C(=O)S/C(=C\c2ccc(Cl)c(Cl)c2)C1=O)c1cnccn1,-9%,-8%,-6,13%,-14%[57.1 µM],-16%,31%,-4%,-23%
Cc1cccc(N(CC(=O)NC2CCCC2)C(=O)CS(=O)CC(=O)Nc2ccc3c(c2)OCO3)c1C (stereo not drawn),-5%,1%,7,?,-12%[57.1 µM],7.9µM*,33%,-11%,13%[11.4 µM]
O=C(CC(=O)Nc1cc(Cl)ccc1Cl)Nc1cc(Cl)ccc1Cl,3%,-15%,-4,-27%,-5%,12%,47%[activator],-21%,-13%
Cc1nc(N2CCOCC2)sc1C(=O)NN,-4%,-7%,-18,4%,-14%,?,14%,?,-42%
CCN1CCN(CCCNC(=O)c2ccccc2NC(=O)C2=C(C)OCCS2)CC1,-5%,-9%,6,4%,-6%,12%,15%,19%,9%
O=C(N/N=C/c1ccccn1)c1ccc2nc[nH]c2c1,2%,-9%,-5,259%[activator],?,?,12%,?,7%
COc1ccc(-c2cc(C)no2)cc1S(=O)(=O)N1CCOc2ccc(Cl)cc21,10%&-2%,-27%&-3%,-1&-3,-20%&-23%,-21%&-18%,8%,30%&11%,-22%&-31%,35%&37%
COc1ccc(C2C(C#N)=C(SCC(=O)Nc3ccc(C)cc3)NC3=C2C(=O)CC(C)(C)C3)cc1 (stereo not drawn),1%,1%,6,31%[activator],-6%[57.1 µM],?,35%,-7%,-17%[11.4 µM]
CC[N+](C)(C)Cc1ccccc1Br,-15%,-3%,2,10%,0%,1%[59 µM],38%,-14%,7%
COC(=O)c1ccc(/C=N/OCC(=O)NC2CCCC(C)C2C)cc1 (stereo not drawn),3%,-8%,2,-5%,-2%,-7%,33%,?,-34%
O=C(NCCCN1CCOCC1)C(=O)NCCc1ccccc1,1%,4%,-1,6%,-3%,17%[59 µM],22%,-17%,0%
CCN(C(=O)CSc1nnc(-c2ccccc2Cl)n1N)c1c(N)n(Cc2ccccc2)c(=O)[nH]c1=O,-1%,-3%,4,7%,-13%,nt,28%,nt,1%
O=c1[nH]c2ccc(NCc3ccc(-c4ccc(Cl)cc4)o3)cc2[nH]1,2%,2%,-1,?,-15%,-30%[59 µM],25%,?,14%
Cc1ccccc1-n1cc[nH]c1=S,8%,-14%,-2,?,10µM*,13µM*,16%,5%,-13%
C[C@H]1C=C(C(=O)NCc2ccccc2)O[C@@H](OCc2ccc(CO)cc2)C1,-3%,4%,-1,0%,-7%,?,24%,-13%,27%
CCC(C(=O)NC1CCCC1)N(Cc1ccco1)C(=O)CNS(=O)(=O)c1ccccc1 (stereo not drawn),-6%,7%,1,-1%,-14%,-7%,3%,7%,24%
CC(Sc1nnnn1C)C(=O)Nc1nc(-c2ccc(F)c(F)c2)cs1 (stereo not drawn),-5%,2%,-1,-4%,-18%,18%[2.33 µM],23%,-6%,-13%
COc1ccc(NC(=O)Cn2c(=O)oc3cc(S(=O)(=O)NCc4ccccc4)ccc32)c(OC)c1,-1%,3%,-3,-21%,-11%,1%[59 µM],-13%,4%,12%
O=C(CSc1ccccc1)NCc1ccc2c(c1)CCN2C(=O)c1ccccc1,0%,-7%,3,1%,-15%,-1%[59 µM],-8%,-11%,1%
CC1CC1C(=O)N(C)CC(=O)Nc1cccc(F)c1 (stereo not drawn),-8%,6%,0,-40%,3%,?,19%,-1%,2%
CSCCC(NS(=O)(=O)c1ccccc1)C(=O)OCc1nc2ccsc2c(=O)[nH]1 (stereo not drawn),11%,-2%,-2,-12%,-13%,-3%,42%[activator],-5%,-13%
COc1ccccc1NC(=O)CSc1oc(-c2ccco2)nc1S(=O)(=O)c1ccc(C)cc1,6%,1%,-5,?,-12%,-22%[59 µM],25%,-11%,-5%
COCCn1c(CN2CCN(C(c3ccccc3)c3ccccc3)CC2)nc2c1c(=O)n(C)c(=O)n2C,-10%,-3%,5,0%,-3%,17%,62%[activator],-3%,-11%[56.9 µM]
